# High-throughput results as filed in PubChem.
# NPR1 activator – GC-A stimulated cGMP production enhancers – HEK293 GC-A cells, cGMP TR-FRET, EC30 ANP, primary screen | AID 1671463, 2021 | hit rate 0.14% among 370,000 | 0% at EC30 ANP, 100% saturating ANP | activation, % at 10 µM; in the data active means activation above about 40%
# NPR2 activator – human GC-B receptor activators, primary screen, HEK293 GC-B cells, cGMP TR-FRET, EC30 CNP; Atrial natriuretic peptide receptor 2 (Homo sapiens), P20594; 0% at EC30 CNP, 100% saturating CNP; activation, % at 10 µM; hit rate 0.11% among 370,000;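 active means activation at 10 µM reaching about 35% in either raw or pattern-adjusted values, limit read from the data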
# PRMT1 FP inh – PRMT1 methyltransferase inhibitors, primary screen, biochemical, fluorescence polarization. hit rate 1.3% among 370,000. inhibition, % at 2.79 µM. recombinant PRMT1, activity-based probe fluorescence polarization. Protein arginine N-methyltransferase 1 (Homo sapiens), Q99873;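 active means inhibition above about 21% made by adding two undisclosed values, limit read from the data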
# UHRF1 MBD2 ctr – UHRF1 methylated DNA binding inhibitors, primary screen, counter-screen for MBD2 inhibitor project, biochemical, TR-FRET, human UHRF1, single concentration; hit rate 0.75% among 370,000; E3 ubiquitin-protein ligase UHRF1 (Homo sapiens), Q96T88; UHRF1 binding to methylated oligo; AID 687016, 2013; inhibition, % at 4.4 µM; in the data active means inhibition above about 21%;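 further: UHRF1 SRA domain binding a hemimethylated CpG hairpin DNA probe; 0% = median of test compound wells and 100% = reference inhibitor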
# Target sequence (Q96T88 whole entry, looked up, the tested form may be a part): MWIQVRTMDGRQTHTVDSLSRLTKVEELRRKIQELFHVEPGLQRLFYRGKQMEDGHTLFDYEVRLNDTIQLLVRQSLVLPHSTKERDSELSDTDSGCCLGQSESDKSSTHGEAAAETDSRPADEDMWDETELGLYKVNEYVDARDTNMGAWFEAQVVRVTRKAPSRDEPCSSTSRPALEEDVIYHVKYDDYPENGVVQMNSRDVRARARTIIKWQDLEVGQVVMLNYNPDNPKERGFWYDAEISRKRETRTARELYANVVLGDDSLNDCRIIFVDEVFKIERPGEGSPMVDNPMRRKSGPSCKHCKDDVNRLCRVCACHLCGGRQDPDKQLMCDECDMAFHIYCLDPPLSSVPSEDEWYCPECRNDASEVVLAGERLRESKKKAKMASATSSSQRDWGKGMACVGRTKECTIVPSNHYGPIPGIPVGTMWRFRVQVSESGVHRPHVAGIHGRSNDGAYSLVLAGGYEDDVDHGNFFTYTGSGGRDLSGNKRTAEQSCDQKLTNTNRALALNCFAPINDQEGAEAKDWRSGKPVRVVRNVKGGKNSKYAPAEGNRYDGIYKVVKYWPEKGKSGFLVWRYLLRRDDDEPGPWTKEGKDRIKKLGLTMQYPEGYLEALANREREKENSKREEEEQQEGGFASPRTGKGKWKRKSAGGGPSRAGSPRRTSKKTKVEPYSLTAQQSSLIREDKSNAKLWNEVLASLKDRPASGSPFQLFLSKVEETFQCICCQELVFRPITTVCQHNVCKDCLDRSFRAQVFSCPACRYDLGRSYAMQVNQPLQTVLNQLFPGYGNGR
# TCR-CD3 inh – inhibitors of human TCR-CD3 interaction, primary screen, biochemical, fluorescence, TAMRA-labeled TCR probe; inhibition, % at 9.4 µM; hit rate 0.37% among 360,000; T-cell receptor (TCR); AID 651800, 2012; in the data active means inhibition above about 19%;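 further: recombinant mutant TCR 2C K166C tagged with TAMRA read by polarization; 0% = receptor in buffer alone and 100% = receptor with positive control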
# HTRA1 inhibitor – HTRA1 serine protease inhibitors, primary screen, biochemical, fluorescence polarization, HTS | recombinant HTRA1, FP-rhodamine activity-based probe | AID 504803, 2011 | hit rate 0.5% among 340,000 | inhibition, % at 5.96 µM; in the data active means inhibition above about 36%;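 further: 0% = enzyme with DMSO and 100% = wells lacking enzyme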
# ABHD4 inh – ABHD4 inhibitors, primary screen, biochemical, fluorescence polarization, mouse. (Lyso)-N-acylphosphatidylethanolamine lipase (Mus musculus), Q8VD66. purified mABHD4, FP-Rh probe fluorescence polarization. inhibition, % at 8.92 µM. hit rate 0.54% among 370,000;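 active means inhibition exceeding the mean over every tested compound plus 3 SD, cut at about 30% in these data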;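 further: 0% = plate median of compound wells and 100% = S159A mutant with DMSO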
# Target sequence (Q8VD66 whole entry, looked up): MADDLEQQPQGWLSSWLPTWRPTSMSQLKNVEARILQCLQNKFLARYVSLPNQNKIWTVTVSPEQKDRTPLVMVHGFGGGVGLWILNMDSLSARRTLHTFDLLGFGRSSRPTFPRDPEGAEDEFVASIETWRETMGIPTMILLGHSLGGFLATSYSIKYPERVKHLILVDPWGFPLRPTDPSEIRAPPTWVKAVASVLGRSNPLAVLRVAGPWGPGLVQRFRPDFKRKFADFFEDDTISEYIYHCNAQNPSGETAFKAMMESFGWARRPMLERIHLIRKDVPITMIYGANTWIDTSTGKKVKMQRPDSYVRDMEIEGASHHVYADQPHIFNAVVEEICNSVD
#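 Material: mouse ABHD4 enzyme, wild type; Benchmarks: S159A mutant high control, sample median low control; Buffer or medium: HEPES pH 7.0, NaCl, Pluronic buffer; Signal: fluorescence polarization; Read-out: percent inhibition of probe binding, normalized to plate controls; Timing: pre-incubation 45 min, probe exposure 60 min, at 25 °C; Dosing: 8.92 µM, single dose.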
# SIAE inh – human SIAE inhibitors, primary screen, biochemical, fluorescence polarization, FP-Rh probe, 1536-well HTS; AID 1053197, 2014; inhibition, % at 9.66 µM; hit rate 0.69% among 370,000; SIAE FP-Rh probe binding;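 active means inhibition above a cutoff: mean of compounds within the control limits plus 3 SD of those, cut at about 17% in these data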;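 further: 0% = plate median of compound wells and 100% = probe without SIAE protein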
# MBD2 inh – inhibitors of MBD2 binding to methylated DNA, primary screen, biochemical, TR-FRET, DNA-binding domain, human; MBD2 binding to methylated oligonucleotide; inhibition, % at 4.4 µM; hit rate 0.31% among 370,000; AID 686964, 2013; in the data active means inhibition above about 13%
# rCAG RNA binder – binders of r(CAG) RNA repeats, primary screen, biochemical, fluorescence; r(CAG) RNA repeat, TO-PRO-1 dye displacement fluorescence; inhibition, % at 3 µM; hit rate 1.3% among 370,000;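 active means inhibition above the plate cutoff, the mean of all test compounds on that plate plus 3 SD, cut at about 35% in these data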;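 further: 0% = DMSO alone and 100% = 100 µM mitoxantrone as full dye displacement; higher means more dye released from RNA so lower well fluorescence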
# * marks the source's active call; other numbers are inactive results; / = no result given; & = joins results of further samples. An excerpt (hit frequency here may not be typical).
SMILES,NPR1 activator,NPR2 activator,PRMT1 FP inh,UHRF1 MBD2 ctr,TCR-CD3 inh,HTRA1 inhibitor,ABHD4 inh,SIAE inh,MBD2 inh,rCAG RNA binder
O=C(CNC(=O)c1cccc(F)c1)N/N=C/c1ccc(O)c([N+](=O)[O-])c1,-9,2,8,-1,5,1,4,-4,-8,1
COc1ccc(/C=N/NC(=O)c2ccc(N3CCCC3=O)cc2)cc1,-1,1,1,1,1,-1,-6,-8,-2,1
Cc1ccc(Nc2nc(/N=C/N(C)C)n[nH]2)cc1C,0,-4,-5,20,3,3,4,-1,7,-1
NC(=O)c1ccsc1NC(=O)c1cc(=O)c2ccccc2o1,-4,-7,-1,3,9,-3,5,-4,-5,4
C=CCC1(CC=C)CCCN1C(=O)c1cc(COc2cccc(OC)c2)on1,-2,1,1,-1,-1,-16,-1,-1,1,-3
Cc1cc(C(=O)NNC(=O)Nc2ccccc2)no1,1,1,-3,0,-5,18,-2,2,-2,-4
COc1ccc(NS(=O)(=O)c2cn(C)cn2)c(OC)c1,4,5,5,2,1,-4,-8,5,6,1
NC(N)=NC(=O)c1nc(Cl)c(N)nc1N,16&17&9,-4&8&5,-4&-1&2,-5&-4&-1,2&3&-7,4&0&-2,4&1&5,1&-2&-2,-4&-2&-6,1&2&4
COc1ccc(S(=O)(=O)CCC(=O)N2CCN(c3ccc(C(C)=O)cc3)CC2)cc1,-4,-3,0,31*,-1,6,1,1,18*,-4
COC(=O)C(C)N(C(=O)c1ccc(C(=O)c2ccccc2)cc1)c1c(C)cccc1C (stereo not given),-7,-1,0,0,-1,-19,-5,-4,0,-6
CC1CCc2cc(F)ccc2N1C(=O)c1cnc2sccn2c1=O (stereo not given),4,-1,-7,-2,5,-3,0,1,0,1
Cc1ccccc1CNc1nnnn1C,0,0,3,2,-2,8,-3,1,5,-4
CC(C)(C)SCCNS(=O)(=O)c1ccc(C#N)cc1,-2,-3,2,6,0,5,2,2,5,-2
CN(C)c1ncnc2c1ncn2-c1ccccc1,2,-2,2,5,7,2,1,2,-3,2
CC(C)(C)NC(=O)c1ccccc1-c1nc(-c2ccccc2Cl)no1,-4,-1,-1,-1,4,-8,3,0,0,-7
CCOC(=O)Cc1csc(NC(=O)Cc2ccc(Br)cc2)n1,3,4,-2,0,3,-1,-13,0,4,-5
CN(C)c1ccc(CN(C(=O)c2ccco2)C2CCS(=O)(=O)C2)cc1 (stereo not given),1,0,0,-1,2,5,2,-2,3,-1
CCOC(=O)N/N=C\c1ccc(OC(=O)c2ccco2)cc1,0,7,5,3,-5,5,-2,2,2,-1
C/C=C/c1ccc(OC)c(OC(C)=O)c1,3,-2,-3,0,-2,3,5,12,0,0
CN(CC(=O)Nc1ccccc1Br)C(=O)c1ccccc1OCc1ccc(Cl)cc1,-6,-6,-2,-1,11,-14,-1,8,-2,1
CCOC(=O)NN1C(=O)c2ccccc2NC1c1ccccn1 (stereo not given),6,0,-3,2,3,0,3,-5,-1,1
Cc1ccc(CNc2ccc3c(c2)ncn3C(C)(C)C)cc1,1,1,1,1,3,5,5,11,1,-1
CCC(=O)N1CCN(c2ccccc2NC(=O)Cc2ccc(Cl)cc2)CC1,-4,-4,-2,-3,6,-4,-6,4,-9,-3
COc1cc(OC)cc(-c2cc3ccc(OC)cc3cn2)c1,2,-12,-2,-1,4,-50,-4,-10,2,-3
Cc1ccc(CCNC(=O)C2CCCN(S(C)(=O)=O)C2)cc1 (stereo not given),-3,0,-2,1,2,-1,-2,-7,-2,-4
SMILES,NPR1 activator,NPR2 activator,PRMT1 FP inh,UHRF1 MBD2 ctr,TCR-CD3 inh,HTRA1 inhibitor,ABHD4 inh,SIAE inh,MBD2 inh,rCAG RNA binder
COc1ccccc1-n1c(SCC(=O)Nc2cc(C)on2)nc2c(c1=O)SCC2,3,0,-3,0,6,-10,5,-4,1,0
CCCCN1C(=O)C(CC(=O)NC(c2ccccc2)c2ccccc2)CC(C(=O)N(C(C)C)C(C)C)=C1C (stereo not given),3,4,-1,-2,3,0,7,8,1,0
NC(=O)Cn1nnc(-c2ccccc2NC(=O)c2cnccn2)n1,2,0,4,18,-3,3,6,-2,10,-2
O=C(CN1C(=O)c2ccccc2S1(=O)=O)Nc1ccc(S(=O)(=O)N2CCCCC2)cc1,0,-3,1,2,-4,-15,-6,-2,4,13
Cc1cc(N2C(=O)C(=O)/C(=C(/O)c3ccc(Cl)cc3)C2c2cccc(Br)c2)no1 (stereo not given),-2,-4,0,3,-3,-17,-6,-1,-6,13
CCOC(=O)C1(Cc2cccc(OC)c2)CCN(Cc2cccnc2)CC1,-8,-3,3,1,3,5,0,-2,-3,-4
CN(Cc1ccc(Cl)s1)C(=O)CNC(=O)CNC(=O)c1ccc(Cl)cc1Cl,-1,-2,2,-2,5,0,5,-1,-6,0
COc1ccc(NS(=O)(=O)c2cc3c(cc2C)N(C)CCO3)c(OC)c1,-14,-5,2,-2,-1,-3,14,4,-7,12
Cc1ccccc1CC(=O)N1CCCC1,-3,4,-3,3,3,1,-5,-4,-1,0
CCCCOc1ccc(C(=O)Oc2cc(C)[nH]c(=O)c2[N+](=O)[O-])cc1,-4,6,-3,0,8,8,2,-8,3,3
O=C(O)c1c(-c2ccccc2)nnc2ccccc12,4,1,0,1,4,-1,-2,-4,1,2
O=C(CCC(=O)NC1CCCCC1)N/N=C/c1ccncc1,-1,-5,-3,1,4,6,-5,0,-7,-2
O=Cc1ccc(-c2cc(Cl)ccc2Cl)[nH]1,-1,-11,2,8,-8,-18,-1,1,3,4
Brc1cnc(N2CCOCC2)nc1N1CCCCC1,2,-2,6,-1,-3,5,4,-3,1,-6
O=S1(=O)CC2c3ccc(F)cc3CN2CN1Cc1ccc(F)cc1 (stereo not given),3,2,-1,-2,/,/,-6,-4,1,1
COc1ccc(S(=O)(=O)NCC(=O)NC2CC2)cc1OC,-1,1,8,2,0,0,-9,-8,12,0
CCOC(=O)C1(CCOc2ccccc2)CCN(Cc2cc(OC)c3c(c2)OCO3)CC1,-16,-9,-5,-1,-5,-19,-6,0,-1,-7
Cc1ccc(S(=O)(=O)N(CCCO)CC(O)CON=C2c3ccccc3-c3ccccc32)cc1 (stereo not given),-12,-9,-2,0,-4,-112,-64,-35,-3,12
CCOC(=O)CNC(=O)CSc1nc(C)cc(C)c1C#N,5,-3,1,2,-1,2,6,1,0,-3
COc1ccccc1CNC(=O)COC(=O)C1CCN(S(=O)(=O)c2ccccc2)CC1,-1,-1,6,6,-7,-2,-19,-2,7,-6
CC(NC(=S)Nc1ccc(Cl)cc1)C(c1ccccc1)N1CCOCC1 (stereo not given),-2,-4,-4,3,-7,-7,-4,6,-5,-2
COc1cc(C(C2=C(O)CC(C)(C)CC2=O)C2C(=O)CC(C)(C)CC2=O)cc(OC)c1OC (stereo not given),5,0,0,-1,4,/,2,2,0,3
CC(=O)Nc1ccc(NC(=O)CSc2nnc(-c3cccs3)n2C)cc1,1,3,3,0,-12,-6,3,1,2,0
Cn1nnc(NC(=S)NC(=O)c2ccc(-c3ccc(Br)cc3)o2)n1,4,-4,2,0,-7,-7,5,0,7,3
Nc1nc(Cn2nnc(-c3ccccc3Cl)n2)nc(N2CCOCC2)n1,6,-2,-3,29*,0,4,-1,3,0,-4
SMILES,NPR1 activator,NPR2 activator,PRMT1 FP inh,UHRF1 MBD2 ctr,TCR-CD3 inh,HTRA1 inhibitor,ABHD4 inh,SIAE inh,MBD2 inh,rCAG RNA binder
Nc1cn(C2OC(CO)C(O)C2O)c(=O)[nH]c1=O (stereo not given),-2,2,6,1,1,3,3,-4,1,-2
CC(C)OC(=O)/C=C1\C[C@@H](c2ccccc2C(F)(F)F)O[C@@H](c2ccccc2C(F)(F)F)O1,-1,-1,-4,2,-4,/,-1,-2,-1,2
COc1ccc(-c2cc(C(=O)NCC3CCCO3)c3ccccc3n2)cc1 (stereo not given),3,2,-9,1,6,-1,-3,11,-3,-3
O=C(Cc1cccc(NC(=O)C2CCN(C(=O)c3ccccc3)CC2)c1)Nc1cccc(C(=O)N2CCOCC2)c1,0,2,-1,-2,-1,5,5,-4,-1,3
O=C(c1ccc(Cn2cnnn2)cc1)N1CCCC(Nc2ccc(F)cc2)C1 (stereo not given),-3,-5,1,0,4,8,7,7,-4,-4
O=C(COC(=O)c1cnccn1)Nc1ccc2c(c1)OCO2,-6,-5,-1,-1,-3,7,11,-5,0,5
CN(Cc1ccccc1)C(=O)c1[nH]cnc1C(=O)NCc1ccc(CNC(=O)OC(C)(C)C)cc1,0,4,-3,0,11,-6,8,-3,0,-11
O=C1OCc2cc(-n3cccc3)ccc21,-3,5,0,-1,2,1,3,-1,-1,1
CC(NC(=O)COC(=O)COc1ccc(C(=O)c2ccccc2)cc1)c1ccccc1 (stereo not given),65*,8,2,1,-5,-2,0,1,0,0
C=CCN(C(=O)c1cccc(N2C(=O)C3CC=CC(C)C3C2=O)c1)c1ccccc1 (stereo not given),-2,1,3,-1,-1,-1,9,5,-6,1
CCOC(=O)C(=C1Nc2ccccc2N1)n1c(-c2ccco2)nc2ccccc21,14,2,29*,-7,22*,/,32*,18*,-2,30
CN1CCc2c(C#N)c(N3CCCCC3)nc(NCc3ccccc3)c2C1,11,5,1,-2,0,-9,12,-2,1,-10
CC(C)=CCc1c(O)cc2c(c1O)C(=O)CC(c1ccccc1)O2 (stereo not given),-3,-11,-7,3,-1,-17,-16,-8,3,5
Cc1ccc(NC(=O)C(=O)NC(C)C2COc3ccccc3O2)cc1 (stereo not given),1,3,-2,4,10,-2,1,-1,-3,-5
CSCCC(NS(=O)(=O)c1ccc2c(c1)oc(=O)n2C)C(=O)NC1CCCCC1 (stereo not given),3,8,-1,0,2,-2,-3,-8,-1,2
NC(=O)CN1CCCC1c1ccc2c(c1)OCCO2 (stereo not given),1,4,-3,-3,3,-4,-7,15,1,1
N#Cc1c(N)nc(SCC(=O)OCc2ccccc2)c(C#N)c1-c1ccco1,2,4,-2,2,1,-44,4,-15,-2,15
CCOc1ccc(CCNC(=O)CCNS(=O)(=O)c2ccc(Br)cc2)cc1OCC,1,-7,2,1,10,1,1,-7,-1,-6
CCOC(=O)C1=C(c2ccccc2)ON(C)C1c1ccccc1 (stereo not given),0,2,0,-5,6,1,3,-7,-1,-3
COC(=O)C1=C(C)N(CCc2c[nH]c3ccccc23)C(=O)/C1=C\N(C)C,-2,0,0,-3,-3,-1,-5,-3,2,10

# Shown as a hit in MBD2 inh, of those listed so far:
Molecule	NPR1 activator	NPR2 activator	PRMT1 FP inh	TCR-CD3 inh	HTRA1 inhibitor	SIAE inh	MBD2 inh
COc1ccc(S(=O)(=O)CCC(=O)N2CCN(c3ccc(C(C)=O)cc3)CC2)cc1	-4	-3	0	-1	6	1	18*

# Just SIAE inh (2 entries from above):
Molecule | SIAE inh
O=C(Cc1cccc(NC(=O)C2CCN(C(=O)c3ccccc3)CC2)c1)Nc1cccc(C(=O)N2CCOCC2)c1 | -4
O=C(c1ccc(Cn2cnnn2)cc1)N1CCCC(Nc2ccc(F)cc2)C1 (stereo not given) | 7
